Source: PubChem (several laboratories)
DAGLB inh = DAGLB lipase inhibitors, primary screen, biochemical, fluorescence, HTS | Diacylglycerol lipase-beta (Homo sapiens), Q8NCG7 | 340,000 compounds, 0.059% hits | HEK293T DAGLB membrane lysate, EnzChek fluorogenic substrate | inhibition, % at 5.17 µM | AID 504411, 2011; in the data active = inhibition above about 34%;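 also: 0% = enzyme with vehicle and 100% = wells lacking enzyme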
Target sequence (Q8NCG7 whole entry, looked up): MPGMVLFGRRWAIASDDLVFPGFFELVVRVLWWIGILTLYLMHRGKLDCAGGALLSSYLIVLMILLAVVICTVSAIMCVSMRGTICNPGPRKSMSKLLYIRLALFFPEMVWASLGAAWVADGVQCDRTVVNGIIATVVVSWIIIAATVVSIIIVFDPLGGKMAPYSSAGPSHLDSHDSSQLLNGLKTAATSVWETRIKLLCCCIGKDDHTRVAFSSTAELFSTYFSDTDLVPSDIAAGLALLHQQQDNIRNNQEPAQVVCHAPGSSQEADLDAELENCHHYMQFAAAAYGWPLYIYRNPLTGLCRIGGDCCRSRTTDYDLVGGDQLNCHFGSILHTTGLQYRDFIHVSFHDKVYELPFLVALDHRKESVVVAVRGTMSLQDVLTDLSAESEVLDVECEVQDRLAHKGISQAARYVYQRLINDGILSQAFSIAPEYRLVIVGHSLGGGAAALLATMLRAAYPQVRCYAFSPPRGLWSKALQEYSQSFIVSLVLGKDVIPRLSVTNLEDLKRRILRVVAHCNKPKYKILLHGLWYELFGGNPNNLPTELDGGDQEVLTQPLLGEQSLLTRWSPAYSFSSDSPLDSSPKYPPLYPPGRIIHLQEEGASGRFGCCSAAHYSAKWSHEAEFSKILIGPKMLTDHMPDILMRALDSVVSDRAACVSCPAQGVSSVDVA
Tat transport = E. coli Tat export inhibitors, primary screen, MC4100, TorA-mCherry reporter, fluorescence, single point | 340,000 compounds, 0.036% hits | inhibition, % at 10 µM;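 active = mean replicate inhibition at least 50% and at least half of replicates individually reaching 50%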;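 also: exported cargo escapes ClpAP degradation while cytoplasmic cargo is degraded and loses fluorescence; 0% = median of neutral control wells and 100% = median of NaSCN control wells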
AddAB inh = growth inhibition of E. coli expressing H. pylori AddAB, primary screen, AddAB inhibitor project, absorbance; inhibition, % at 11.9 µM; 330,000 compounds, 0.29% hits; AID 435030, 2010; in the data active = inhibition above about 12%;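 also: 0% = vehicle wells of infected cells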
CAL PDZ FP = CAL PDZ peptide-binding inhibitors, primary screen, biochemical, fluorescence polarization, Cer-tagged CAL PDZ, HTS. Golgi-associated PDZ and coiled-coil motif-containing protein (Homo sapiens), Q9HD26. purified CAL PDZ, TMR-peptide fluorescence polarization, 1 h. inhibition, % at 20 µM. 330,000 compounds, 0.02% hits. AID 504414, 2011;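 active = highest replicate inhibition of at least 40%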;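 also: plate controls were DMSO neutral control wells for no effect and unlabeled competitor peptide control wells for full effect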
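Material: tagged CAL PDZ domain; buffer or medium: 25 mM sodium phosphate pH 7.4, 150 mM NaCl, TCEP, IgG, Thesit; compound dosing: single point, 20 µM; schedule: 1 h incubation at room temperature before polarization reading; measured by: FP readout, S and P plane fluorescence; read-out basis: percent inhibition from loss of millipolarization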
Wnt act = Wnt/beta-catenin pathway activators, primary screen, cell-based, plate reader, single point; Wnt/beta-catenin reporter cell assay, activator; activation, % at 9.35 µM; 300,000 compounds, 1.2% hits; AID 743398, 2014; in the data active = activation above about 30%, passing the limit was not always enough;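 also: 0% = neutral control wells and 100% = positive control wells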
PfHsp90 set2 = growth inhibition of PfHsp90-expressing yeast, primary screen, antimalarial PfHsp90 inhibitor project, S. cerevisiae, BacTiter-Glo luminescence, single point, set 2. AID 504621, 2011. inhibition, % at 9.4 µM. BacTiter-Glo ATP, 48 h; yeast lacking PDR1 and PDR3 efflux regulators. 310,000 compounds, 0.32% hits;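 active = every replicate shows inhibition above about 80%, whatever the replicate mean, limit read from the data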;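 also: 0% = DMSO neutral controls and 100% = 20 µM radicicol positive controls; yeast relying on Plasmodium falciparum Hsp90 in place of its own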
Ecoli viability = E. coli V3065 growth inhibition, primary screen, counter-screen for AddAB inhibitor project, absorbance, OD600; inhibition, % at 11.9 µM; 330,000 compounds, 0.27% hits; 18 h;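 active = inhibition above the campaign's mean inhibition across all tested compounds plus 3 SD, cut at about 9.9% in these data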;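 also: uninfected addAB+ strain grown without phage in ampicillin broth; 0% = DMSO wells and 100% = ciprofloxacin 0.95 µg/ml wells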
Rtt109 HAT inh = inhibitors of C. albicans Rtt109/Vps75 HAT, primary screen, biochemical, ThioGlo CoA-SH fluorescence, plate reader; 330,000 compounds, 0.16% hits; Histone acetyltransferase RTT109 (Candida albicans (strain SC5314 / ATCC MYA-2876)), …; purified Rtt109/Vps75, 4 h; inhibition, % at 34.9 µM;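 active = inhibition of at least 50% in every replicate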
Target sequence (Q5AAJ8 whole entry, looked up): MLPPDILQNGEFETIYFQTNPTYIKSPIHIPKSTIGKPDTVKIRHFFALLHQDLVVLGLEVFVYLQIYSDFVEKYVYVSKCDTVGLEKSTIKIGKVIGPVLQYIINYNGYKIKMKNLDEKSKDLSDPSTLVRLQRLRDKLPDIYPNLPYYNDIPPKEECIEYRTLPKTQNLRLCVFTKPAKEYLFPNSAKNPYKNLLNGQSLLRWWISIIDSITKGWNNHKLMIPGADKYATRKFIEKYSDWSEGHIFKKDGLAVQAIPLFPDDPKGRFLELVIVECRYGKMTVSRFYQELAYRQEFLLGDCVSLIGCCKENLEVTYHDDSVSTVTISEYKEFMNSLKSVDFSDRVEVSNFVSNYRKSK
PvdQ acylase = P. aeruginosa PvdQ acylase inhibitors, primary screen, biochemical, fluorescence, plate reader and imaging, single point | PvdQ acylase [Pseudomonas aeruginosa LESB58] | purified PvdQ acylase | inhibition, % at 10 µM | 340,000 compounds, 0.063% hits | AID 488965, 2010; in the data active = inhibition above about 30%, passing the limit was not always enough;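 also: 0% = vehicle neutral wells and 100% = reference inhibitor wells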
phage Ecoli inh = growth loss of phage-infected E. coli, primary screen, RecBCD inhibitor project, absorbance, with phage, HTS; 360,000 compounds, 0.26% hits; AID 651602, 2012; inhibition, % at 11.9 µM; in the data active = inhibition above about 11%
Starred values were filed as active, the others as inactive; / = not tested or not shown.

| mol | Rtt109 HAT inh | PfHsp90 set2 | DAGLB inh | phage Ecoli inh | Ecoli viability | Tat transport | AddAB inh | Wnt act | PvdQ acylase | CAL PDZ FP |
| --- | --- | --- | --- | --- | --- | --- | --- | --- | --- | --- |
| CCOC(=O)N1CCC(NC(=O)c2cc(S(=O)(=O)N3CCCCC3)ccc2F)CC1 | -2 | -1 | 0 | 3.4 | -1.6 | -6 | -0.9 | -2 | -4 | 0.3 |
| O=C(Nc1ccccc1N1CCCC1)c1cc(=O)[nH]c2ccccc12 | -7 | / | 1 | 4.1 | / | -2 | / | -3 | -9 | -1.4 |
| Cc1cc(C)cc(C(=O)N(c2ccccn2)C(C)c2ccco2)c1 (stereo unspecified) | 11 | 27 | -4 | 2.4 | 1.3 | -6 | 7.7 | / | -9 | -0.2 |
| Cc1cc(OCc2cc(C(=O)N(C)CC3CCOCC3)no2)cc(C)c1Cl | 7 | -6 | -8 | 2.1 | -1.0 | -10 | 3.0 | -4 | 1 | -2.8 |
| CN1/C(=C\C=C(/C#N)C(=O)Nc2ccc(Cl)cc2)C(C)(C)c2ccccc21 | -5 | 0 | -3 | 1.9 | 2.7 | -6 | 4.7 | -5 | -4 | -1.2 |
| Nc1ncnc(Nc2ccc(S(N)(=O)=O)cc2)n1 | -4 | 6 | 0 | 2.0 | / | 10 | / | 0 | 4 | -1.4 |
| C=CCn1c(=O)[nH]c2nc3cc(N=CN(C)C)c(C)cc3nc2c1=O | 8 | -2 | -28 | -0.2 | -0.2 | -1 | 2.8 | -2 | -16 | -0.4 |
| CSc1nc(-c2ccco2)nn1S(=O)(=O)c1ccc(C)cc1 | 7 | 19 | 3 | 2.0 | -0.7 | 3 | 1.6 | 0 | -13 | -0.3 |
| COCCN1CN(S(=O)(=O)c2cccc(Cl)c2)c2nc3ccccc3nc21 | -2 | -36 | -2 | 1.3 | -0.3 | 5 | 1.2 | 4 | -8 | -0.4 |
| CC(=O)NCCc1c[nH]c2ccc(O)cc12 | -1 | 6 | 1 | 3.0 | 1.9 | -11 | 0.9 | 2 | -4 | -0.4 |
| COc1ccc(C(=O)CSc2nnc(-c3ccc(S(=O)(=O)N4CCOCC4)cc3)o2)cc1 | 7 | -12 | 0 | 1.6 | 0.8 | -10 | 2.0 | / | -15 | 0.5 |
| COc1ccccc1CN1[C@@H](CC(C)=O)c2cc(C(F)(F)F)ccc2S1(=O)=O | -3 | / | 0 | 4.9 | -1.2 | -3 | 2.1 | -3 | -12 | -0.2 |
| CCOC(=O)C1(CCOc2ccccc2)CCN(Cc2cccn2-c2ncccn2)CC1 | 3 | 8 | 0 | 2.2 | -1.1 | 4 | 1.7 | -3 | -7 | -0.6 |
| CCCCN(Cc1ccco1)C(=O)Cn1ncc2c(=O)oc3ccc(C)cc3c21 | 0 | -17 | -1 | 2.5 | -1.1 | -3 | 0.3 | -1 | -11 | -1.0 |
| COC(=O)c1cc(S(=O)(=O)NC2CCC(C)CC2)cn1C (stereo unspecified) | -8 | 8 | -1 | 1.9 | -0.5 | -6 | 1.9 | -2 | -9 | -3.4 |
| COCc1cccc(NC(=O)CCc2ccccc2)c1 | -4 | -15 | / | 2.4 | 1.3 | -7 | 0.4 | 3 | -20 | -1.2 |
| COc1cc2sc3ccc(C#Cc4ccc(N)cc4)cc3c(=O)c2cc1OC | 6 | 1 | 3 | 2.5 | -2.8 | -4 | 1.4 | -5 | -8 | -1.5 |
| CCS(=O)(=O)NC(C)C(c1cccs1)N1CCN(C)CC1 (stereo unspecified) | 6 | 6 | -1 | 0.4 | 0.3 | 1 | 2.3 | -1 | -2 | -0.1 |
| O=C1OCCN/C1=C\C(=O)c1ccccc1 | 6 | 7 | -1 | -0.8 | 0.2 | 2 | -1.8 | 1 | -9 | -0.7 |
| O=C(CSc1nnc(-c2ccccc2F)n1C1CC1)NC(=O)c1cccc([N+](=O)[O-])c1 | -3 | 25 | 1 | 3.1 | -0.2 | 1 | -0.2 | 1 | -11 | -2.2 |
| Cc1cc(C)cc(Nc2nc3c(S(=O)(=O)c4ccccc4)nnn3c3ccccc23)c1 | -1 | 12 | 0 | 2.5 | 2.0 | -2 | -1.6 | -2 | -8 | -0.6 |
| NC(=O)c1ccc(NC(=O)c2ccc3c(c2)OCO3)cc1 | 0 | 8 | 1 | 3.3 | -2.8 | 2 | -0.2 | -1 | -1 | -3.1 |
| Nc1c(Cl)cc(NC(=O)c2ccccc2C(=O)O)cc1Br | -2 | 3 | -2 | 1.0 | 0.3 | 0 | -1.4 | 18 | 9 | -0.9 |
| CCOc1ccc(CN(C)CC(=O)Nc2cccc(C)c2)cc1OC | -2 | 15 | -2 | 1.1 | -0.6 | 4 | 6.5 | -2 | -11 | -1.4 |
| CC(C)C[C@H]1CN=C(N(C)C)N1CCCCc1ccccc1 | 4 | -18 | -3 | 2.5 | 2.8 | -1 | 2.4 | -2 | -10 | -1.1 |

Reprinted at random: 3 records from the list
| mol | Rtt109 HAT inh | PfHsp90 set2 | DAGLB inh | phage Ecoli inh | Ecoli viability | Tat transport | AddAB inh | Wnt act | PvdQ acylase | CAL PDZ FP |
| --- | --- | --- | --- | --- | --- | --- | --- | --- | --- | --- |
| CC(=O)NCCc1c[nH]c2ccc(O)cc12 | -1 | 6 | 1 | 3.0 | 1.9 | -11 | 0.9 | 2 | -4 | -0.4 |
| COc1ccccc1CN1[C@@H](CC(C)=O)c2cc(C(F)(F)F)ccc2S1(=O)=O | -3 | / | 0 | 4.9 | -1.2 | -3 | 2.1 | -3 | -12 | -0.2 |
| NC(=O)c1ccc(NC(=O)c2ccc3c(c2)OCO3)cc1 | 0 | 8 | 1 | 3.3 | -2.8 | 2 | -0.2 | -1 | -1 | -3.1 |

Next section.
| mol | Rtt109 HAT inh | PfHsp90 set2 | DAGLB inh | phage Ecoli inh | Ecoli viability | Tat transport | AddAB inh | Wnt act | PvdQ acylase | CAL PDZ FP |
| --- | --- | --- | --- | --- | --- | --- | --- | --- | --- | --- |
| Cc1ccc(/C=C/C(=O)OCC(=O)Nc2cccc(S(=O)(=O)N(C)C)c2)o1 | 2 | 8 | -3 | 4.8 | -1.7 | -5 | 1.6 | / | -6 | -2.9 |
| CC12CCC(C(=O)O)(c3nc(C#N)c(C#N)nc31)C2(C)C (stereo unspecified) | -8 | 17 | 3 | 4.4 | 0.4 | -1 | 0.3 | / | -8 | -2.6 |
| Cn1c(=O)c2cc(S(=O)(=O)NCCC(=O)NCCC3=CCCCC3)ccc2n(C)c1=O | 2 | -6 | 5 | / | -0.5 | 19 | 1.2 | -5 | -7 | -1.5 |
| COc1cc(C(F)(F)F)nc(-c2ccccn2)n1 | -10 | 3 | 0 | 6.3 | -1.7 | 5 | 4.4 | -1 | -6 | / |
| CC1CCN(C(=O)CC(NC(N)=O)c2ccccc2Cl)CC1 (stereo unspecified) | -1 | 46 | -1 | -0.8 | 0.5 | -11 | 1.5 | -4 | 6 | -2.1 |
| CN(C)C(=O)c1sccc1Oc1ccc(F)cc1[N+](=O)[O-] | -2 | -36 | 1 | 1.1 | 1.0 | -2 | 4.4 | -1 | -9 | -0.8 |
| CC(=O)N1CCCC(N2CCN(c3cccc(C(F)(F)F)c3)CC2)C1 (stereo unspecified) | 0 | 2 | -3 | 2.9 | 0.9 | 4 | 5.0 | 0 | -9 | / |
| Cc1ccc(-n2cnc3c(sc4nc(N5CCOCC5)c5c(c43)CCCC5)c2=O)cc1 | / | / | / | 1.2 | -0.1 | / | -0.3 | -1 | / | / |
| O=C(C1=NNCC1c1ccccc1)C1CO1 (stereo unspecified) | -4 | 2 | 0 | 4.5 | / | -3 | / | -1 | -8 | -0.8 |
| C=CCN1C(=O)c2ccc(C(=O)N(CC(C)C)c3c(N)n(CCCC)c(=O)[nH]c3=O)cc2C1=O | -8 | / | 0 | 4.4 | 1.3 | -2 | 0.9 | -1 | -14 | -1.7 |
| O=C(Cc1c[nH]c2ccccc12)NNC(=O)c1ccccc1 | -5 | 19 | 0 | 2.9 | -3.3 | -3 | 0.7 | -2 | -16 | -0.9 |
| COc1ccc(C(=O)O/N=C(\N)c2ccccn2)c(OC)c1 | 1 | 4 | 0 | 0.8 | 1.1 | 2 | 4.8 | 7 | -15 | -0.1 |
| COc1ccc(-c2c3c(=O)n(C)c(=O)n(C)c3cn2-c2ccccc2)cc1 | 2 | -5 | -1 | 5.0 | -0.1 | 2 | 5.3 | / | -5 | -0.2 |
| CCOC(=O)Cc1csc(NC(=S)NC(=O)c2ccc(F)cc2)n1 | 9 | / | -6 | 2.8 | 3.1 | -3 | 3.2 | / | -17 | 0.0 |
| CN(Cc1ccccc1)C(=O)c1ccc(COc2ccccc2)cc1 | 1 | -6 | -7 | 0.8 | 1.8 | 0 | 1.8 | 0 | -10 | 0.2 |
| CCNS(=O)(=O)c1ccc(OCCNS(C)(=O)=O)cc1 | 29 | -21 | 2 | 1.9 | 1.6 | -8 | 2.1 | -1 | 7 | -0.4 |
| O=C(NC(=O)c1c(F)cccc1F)Nc1ccccc1SC(F)F | -1 | 10 | -4 | 3.1 | 2.8 | 2 | 2.9 | -1 | -12 | 0.4 |
| O=C(CSc1nnc(-c2ccccc2)n1Cc1ccccc1)NC1CC1 | 0 | -25 | 3 | -0.5 | -1.9 | 3 | 4.2 | / | -3 | -2.1 |
| c1ccc(OCc2ccc(CCCN3CCOCC3)cc2)cc1 | -2 | 17 | -4 | 2.4 | 1.3 | -6 | 3.1 | 1 | 3 | -2.1 |
| COCCNC(=O)Cn1cnc2sc(C)c(S(=O)(=O)N3CCC(C)CC3)c2c1=O | -12 | 18 | 2 | 2.2 | 0.9 | 13 | -1.1 | -5 | -8 | -1.5 |
| Cc1ccc(/C=N/Nc2nc(C(C)(C)C)cs2)o1 | 31 | -5 | -1 | 2.7 | -2.2 | 1 | -1.2 | 5 | -8 | -0.6 |
| CCCN(Cc1nc2cc(Cl)ccc2c(=O)[nH]1)C(=O)c1ccc(S(=O)(=O)N2CCCC2)cc1 | -10 | 6 | 1 | -0.2 | 0.3 | -2 | -0.1 | 0 | -10 | -1.6 |
| CC(C)(C)c1ccc(-c2noc(CCC(=O)N3CCOCC3)n2)cc1 | -11 | -8 | 0 | -0.3 | -0.5 | -9 | 0.9 | 8 | -4 | -2.0 |
| Cc1ccc(-c2cn(-c3ccc(SC(F)F)cc3)c3[n+]2CCC3)cc1 | -6 | 6 | -1 | -0.9 | -0.7 | -4 | 1.6 | / | 29 | -0.1 |
| Cc1ccc(CNC(=O)c2cc(C)nn2-c2ccccc2)cc1 | 7 | 3 | -1 | 1.2 | -3.9 | -1 | 1.2 | -1 | -12 | -2.7 |

Some entries already given, reduced to PvdQ acylase, CAL PDZ FP and AddAB inh:
SMILES | PvdQ acylase | CAL PDZ FP | AddAB inh
O=C(C1=NNCC1c1ccccc1)C1CO1 (stereo unspecified) | -8 | -0.8 | /
C=CCN1C(=O)c2ccc(C(=O)N(CC(C)C)c3c(N)n(CCCC)c(=O)[nH]c3=O)cc2C1=O | -14 | -1.7 | 0.9
O=C(Cc1c[nH]c2ccccc12)NNC(=O)c1ccccc1 | -16 | -0.9 | 0.7
